Mm-Cpn inhibitor = blocks the Methanococcus maripaludis chaperonin Mm-Cpn. purified Mm-Cpn ATPase, ADP Transcreener TR-FRET. Potency, µM (titrated, usually from 76.9 µM), inactives show top-dose activity, negative = inhibition, usual class: inhibitors. 330,000 tested, 0.031% active. AID 504842; also: potency is read from the fitted curve at half-maximal effect; % is scaled to controls: 0 for no effect and ±100 for the full control effect; nearly all actives have a fitted effect of over 80% in size
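25 nM Mm-CPN + cpd, 10 min 37°C; + 10 uM ATP, 30 min 37°C; buffer 30 mM Tris pH 7.4, 100 mM KCl, 5 mM MgCl2, 1 mM DTT; Transcreener ADP HTRF detection 30 min RT.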
EPAC2 antagonist = blocks human EPAC2 exchange factor; Q8WZA2; EPAC2 GEF exchange of Rap1B-BODIPY-GDP, fluorescence; Potency, µM (top dose mostly 114 µM), for the others: at the top dose activity, negative = inhibition, most hits filed as inhibitors; 360,000 tested, 0.18% active; AID 720708; also: potency is read from the fitted curve at half-maximal effect; % is scaled to controls: 0 for no effect and ±100 for the full control effect; nearly all actives have a fitted effect of over 45% in size; many of its hits are not listed in these tables
Target sequence (Q8WZA2 whole entry, looked up): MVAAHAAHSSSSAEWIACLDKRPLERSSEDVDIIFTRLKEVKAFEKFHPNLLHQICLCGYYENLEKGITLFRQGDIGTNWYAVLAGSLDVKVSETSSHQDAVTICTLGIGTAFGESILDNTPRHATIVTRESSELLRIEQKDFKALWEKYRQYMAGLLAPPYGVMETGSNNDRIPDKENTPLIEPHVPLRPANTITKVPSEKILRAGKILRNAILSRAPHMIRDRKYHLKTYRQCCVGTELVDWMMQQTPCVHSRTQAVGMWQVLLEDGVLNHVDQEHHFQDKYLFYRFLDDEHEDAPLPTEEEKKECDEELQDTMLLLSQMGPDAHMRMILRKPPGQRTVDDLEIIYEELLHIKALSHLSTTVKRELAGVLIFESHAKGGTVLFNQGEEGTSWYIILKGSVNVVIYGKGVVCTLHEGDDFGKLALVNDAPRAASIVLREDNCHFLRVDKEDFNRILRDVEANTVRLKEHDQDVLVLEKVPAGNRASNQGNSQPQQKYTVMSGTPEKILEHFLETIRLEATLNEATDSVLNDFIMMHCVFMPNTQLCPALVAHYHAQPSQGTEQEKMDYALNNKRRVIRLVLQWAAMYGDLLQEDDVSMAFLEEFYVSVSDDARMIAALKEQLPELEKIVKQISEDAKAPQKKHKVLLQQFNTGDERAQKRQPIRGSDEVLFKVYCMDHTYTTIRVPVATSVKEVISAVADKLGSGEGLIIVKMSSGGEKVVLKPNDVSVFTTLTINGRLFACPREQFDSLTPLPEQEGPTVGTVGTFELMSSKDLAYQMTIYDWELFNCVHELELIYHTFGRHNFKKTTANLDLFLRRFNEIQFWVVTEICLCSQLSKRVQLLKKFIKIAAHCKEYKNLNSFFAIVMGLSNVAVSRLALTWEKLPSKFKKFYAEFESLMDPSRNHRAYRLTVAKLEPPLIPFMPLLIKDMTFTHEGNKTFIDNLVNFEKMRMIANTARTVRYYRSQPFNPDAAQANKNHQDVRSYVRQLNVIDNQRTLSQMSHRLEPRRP
Nrf2 activator = activates Nrf2 signaling; Potency, µM (top dose mostly 46.1 µM), for the others: top-dose activation, actives largely listed as activators; AREc32 ARE-luciferase reporter (MCF7-derived line), luminescence, 24 h; AID 624171; 410,000 tested, 0.31% active; also: potency is read from the fitted curve at half-maximal effect; % of control where 0% means no effect; nearly all actives have a fitted effect of over 65% in size
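For detection, Steady-Glo was added and plates sat 30 min at RT; before that, AREc32_Fluc cells grown overnight in OPTI-MEM/5% FBS had been treated with 23 nL compound for 24 hr at 37 deg C.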
Nrf2 inh = inhibitors of Nrf2 signaling; 360,000 tested, 2.1% active; A549 ARE-Fluc reporter, luciferase luminescence, 18-24 h; Potency, µM (top dose mostly 46 µM), without a hit: top-dose activity change, negative = inhibition, hits mostly inhibitors; also: potency is read from the fitted curve at half-maximal effect; % is scaled to controls: 0 for no effect and ±100 for the full control effect; nearly all actives have a fitted effect of over 60% in size
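A549 ARE_Fluc cells (5000/well, 5% FBS OPTI-MEM) pre-incubated 2 h, then treated with compounds 18-24 h at 37C/5% CO2 in concentration-response. CellTiter-Fluor viability read first; BugLite luciferase luminescence after 15 min at room temperature gives Nrf2 activity.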
pAkt inh = inhibitors of Akt phosphorylation. AID 651550. Neuro2A IGF-stimulated pAkt S473 HTRF, 20 min; active compounds read low. 360,000 tested, 0.32% active. activity change, % for hits at 50 µM; in the data active = activity change below about -80%; inconclusive = mostly about -51% to -80%; also: % is scaled to controls: 0 for no effect and ±100 for the full control effect
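Neuro2A cells (4,500/well, DMEM with 0.5% FBS) were treated with compound at a single 50 µM final concentration, stimulated with 6 nM IGF for 20 min at 37 °C, and lysed. Phospho-Akt Ser473 was read by HTRF as 665/615 ratio ×10^4.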
TGFb inhibitor = blocks TGF-b signaling | HepG2 CAGA-GFP TGF-b/SMAD3 reporter, GFP fluorescence, 18 h; TGF-beta stimulated, 500 pg/mL final | Potency, µM (titrated, usually from 46.1 µM), without a hit: at the highest dose activity, negative = inhibition, actives largely listed as inhibitors | 410,000 tested, 1.2% active; also: potency is read from the fitted curve at half-maximal effect; % is scaled to controls: 0 for no effect and ±100 for the full control effect; nearly all actives have a fitted effect of over 65% in size
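First, reporter cells (HEPG2 CAGA-GFP) rested 2 h at 37 degrees C. Next, compounds were pinned in and TGF-beta added to 500 pg/mL final. After 18 h, GFP was imaged per cell and summed per well.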
A549 tox = counter-screen for Nrf2 inhibitors: cytotoxicity in A549 cells; A549 ARE-Fluc cells, CellTiter-Fluor viability, 18-24 h; Potency, µM (top dose mostly 46 µM), for the others: at the highest dose activity change, negative = cytotoxicity, hits mostly inhibitors; 390,000 tested, 0.16% active; also: potency is read from the fitted curve at half-maximal effect; % is scaled to controls: 0 for no effect and ±100 for the full control effect
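A549 ARE-Fluc cells in 5% FBS OPTI-MEM, 5000 cells/well, rested 2 h then exposed to compounds in concentration-response for 18-24 h at 37 °C. Viability by CellTiter-Fluor fluorescence (Ex 405/Em 525) after 30 min; luciferase luminescence (BugLite, 15 min, RT) read afterwards.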
CCT modulator = cytosolic chaperonin activity modulation; purified chaperonin ATPase assay, HTRF ADP detection, 30 min; activity change, % (test concentration not listed), hits read low; 360,000 tested, 0.3% active; in the data active = activity change below about -30%; also: % is scaled to controls: 0 for no effect and ±100 for the full control effect
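TRiC (40 or 20 nM final, by batch activity) in 30 mM Tris pH 7.4, 100 mM KCl, 5 mM MgCl2, 1 mM DTT was treated with compound at 76 uM single dose, then 10 uM ATP, 30 min at 37 °C. ADP was read by HTRF Transcreener.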
EPAC2 ag = activates human EPAC2 exchange factor | EPAC2 activation, biochemical qHTS; response scale: 100% = 6.5 mM cAMP response | Potency, µM (titrated, usually from 154 µM), for the others: at the top dose activation, usual class: activators | 360,000 tested, 0.079% active | Q8WZA2 | AID 720711; also: potency is read from the fitted curve at half-maximal effect; nearly all actives have a fitted effect of over 50% in size
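Guanine nucleotide exchange by EPAC2 is measured as reduced fluorescence of BODIPY-GDP once it is released from 250 nM Rap1B. Plates are read kinetically for 30 min at room temperature; results are scaled to 6.5 mM cAMP.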
Numbers without * were called inactive; i = inactive; ? = inconclusive; nt = no result given; [ ] = another dose, or the depositor's remark. Unless noted, calls follow the shape of the dose curve; as a rule, active = well fitted curve in the direction sought with a large enough effect; inconclusive = small, poorly fitted or top-dose-only effect, or another doubt; inactive = no such curve, though single readings can be large; an effect the other way counts as inactive or inconclusive. Not all compounds are listed. The share of hits here may be higher or lower than overall.

Compound,pAkt inh,A549 tox,EPAC2 antagonist,CCT modulator,Mm-Cpn inhibitor,Nrf2 inh,TGFb inhibitor,Nrf2 activator,EPAC2 ag
CC(=O)Oc1ccc(/C=C/c2nc3ccccc3c(=O)o2)cc1,i,9%,-9%,0.3,0%,-3%,5%,-0.2%,-4%
COc1ccc(C(=O)C2CCCN(C3Cc4ccccc4C3)C2)c(OC)c1 (centres undefined),i,-23%,-5%,-4.0,-2%,-14%,9%,-0.1%,9%
NC(=O)c1nsc(C(=O)N(Cc2cccnc2)C(C(=O)NCc2ccc(F)cc2)c2ccc(F)cc2)c1N (centres undefined),i,?,-17%,1.7,-4%,-13%,-1%,-0.1%,2%
O=C(CCCn1c(SCc2cc(=O)n3ccccc3n2)nc2ccccc2c1=O)NCC1CCCO1 (centres undefined),i,1%,8%,-4.5,-3%,-2%,2%,-0.4%,-12%
Cc1nn2c(C)c(C(=O)NCc3cccc(Br)c3)cnc2c1-c1ccccc1,nt,-2%,nt,nt,nt,?,0%,-0.4%,nt
CN(C)CCCNc1ccc(S(N)(=O)=O)cc1[N+](=O)[O-],i,1%,8%,2.2,1%,-12%,18%,-1.1%,1%
Cc1cc(C(=O)N/N=C/c2cccnc2)n[nH]1,i,2%,1%,0.2,3%,4%,9%,-0.6%,1%
O=C(c1ccccc1)N1CCN(C(=O)c2nn3c(C(F)(F)F)cc(-c4ccco4)nc3c2Br)CC1,i,-2%,-29%,-1.0,1%,-7%,11%,0.0%,9%
O=C(c1ccco1)N1CCN(C(=O)c2snc3ccc(Cl)cc23)CC1,i,-8%,6%,-0.5,-2%,-7%,?,0.2%,5%
N/C(CC(=O)Nc1ccc(F)cc1F)=N\OC(=O)c1cccs1,i,5%,6%,1.2,1%,-4%,5%,11%,6%
CCOC(=O)C1CCN(C(=O)c2ccc(OCC)c(OCC)c2)CC1,i,-1%,0%,-0.5,1%,nt,-1%,0.5%,-15%
CCN1C(=O)c2ccccc2S(=O)(=O)c2ccc(C(=O)NCc3cccnc3)cc21,i,9%,10%,2.7,1%,6%,7%,-0.8%,13%
CCC(C)NCCCOc1cc(Cl)ccc1Cl (centres undefined),i,?,2%,-3.5,0%,5%,24%,0.2%,-1%
CCN(CC)c1ccc(/C=N/NC(=O)OC)c(O)c1,i,-5%,0%,1.0,-5%,nt,-12%,3.8%,-8%
O=C(Nc1ccccc1N1CCCC1)C1CCN(S(=O)(=O)c2ccccc2)CC1,i,0%,-2%,1.0,0%,2%,-17%,-0.1%,5%
COCCNc1nc2c(c(=O)n(C)c(=O)n2C)n1Cc1c(F)cccc1Cl,nt,-7%,nt,nt,nt,18µM*,?,-1.1%,nt
Cc1noc(C)c1NC(=O)N(C)C[C@H]1Oc2ccc(NC(=O)Nc3ccc4c(c3)OCO4)cc2C(=O)N([C@H](C)CO)C[C@@H]1C,i,-1%,-12%,-2.0,0%,?,3%,1.1%,-10%
O=C1CCN(CCCN2CCC(=O)NC2=S)C(=S)N1,i,nt,11%,1.9,nt,nt,1%,-0.3%,3%
Cc1ccnc(NC2c3ccccc3C(=O)N2Cc2ccccc2Cl)c1 (centres undefined),i,-5%,8%,0.7,1%,4%,12%,-0.2%,-4%
COc1ccc(NC(=O)Nc2ccc3c(c2)N(C)C(=O)CS3)cc1Cl,i,-13%,2%,1.9,2%,?,0%,0.6%,0%
C/C(=N\NC(=S)NCc1ccccc1)c1ccc(C(C)(C)C)cc1,i,-3%,?,1.0,1%,-20%,?,7.2%,-11%
COc1ccc(S(=O)(=O)c2cnc3cc(OC)c(OC)cc3c2N2CCCC(C)C2)cc1 (centres undefined),nt,-19%,nt,nt,nt,?,?,-0.5%,nt
Cc1cccc(NC(=O)C2CCCN(c3cnccn3)C2)c1 (centres undefined),nt,-1%,11%,1.5,-1%,7%,-1%,0.0%,2%
O=C(Nc1cccc(F)c1)N1CCCCCC1,i,0%,2%,-0.9,-4%,10%,5%,-0.1%,3%
CCN(C(C)=O)N(CC)c1nc(Cl)nc(NC(C)C)n1,i,12%,5%,0.7,0%,-15%,0%,0.2%,7%
O=C(CN1CCN(c2ccc(O)cc2)CC1)N(C1CC1)C1CCS(=O)(=O)C1 (centres undefined),i,14%,-2%,0.4,-4%,-9%,-3%,-0.5%,7%
CN1CCN(C(=S)c2ccc(-c3cccc([N+](=O)[O-])c3)o2)CC1,i,-6%,1%,-2.1,-1%,?,?,?,8%
COc1ccc(CNC(=O)C2CCCN(S(=O)(=O)c3cc(C)ccc3OC)C2)cc1 (centres undefined),i,-21%,6%,-0.8,-1%,?,?,0.1%,3%
NC1=NC(=O)/C(=C\c2cccnc2)S1,i,-3%,0%,-1.0,1%,?,?,-0.7%,6%
S=C(Nc1ccc(Nc2ccccc2)cc1)NC1CCCCCC1,i,?,-12%,-2.3,0%,18µM*,?,4.1%,13%

A different layout for part of the listing above:
Below each SMILES: pAkt inh	A549 tox	EPAC2 antagonist	CCT modulator	Mm-Cpn inhibitor	Nrf2 inh	TGFb inhibitor	Nrf2 activator	EPAC2 ag
CCN(CC)c1ccc(/C=N/NC(=O)OC)c(O)c1
→ i	-5%	0%	1.0	-5%	nt	-12%	3.8%	-8%
CN(C)CCCNc1ccc(S(N)(=O)=O)cc1[N+](=O)[O-]
→ i	1%	8%	2.2	1%	-12%	18%	-1.1%	1%
Cc1cccc(NC(=O)C2CCCN(c3cnccn3)C2)c1 (centres undefined)
→ nt	-1%	11%	1.5	-1%	7%	-1%	0.0%	2%

The list goes on:
Compound,pAkt inh,A549 tox,EPAC2 antagonist,CCT modulator,Mm-Cpn inhibitor,Nrf2 inh,TGFb inhibitor,Nrf2 activator,EPAC2 ag
COCCN(C(=O)c1cc(-c2ccco2)nc2ccccc12)c1c(N)n(Cc2ccccc2)c(=O)[nH]c1=O,i,-4%,5%,1.7,-1%,-3%,-5%,7.3%,8%
COc1ccc(CCNC(=O)CSc2nnc(CNC(=O)c3cccs3)o2)cc1OC,i,3%,2%,-1.9,0%,9%,0%,-0.6%,4%
CCOC(=O)c1ccc2[nH]c(C)cc(=O)c2c1,i,0%,-2%,-6.1,-1%,2%,-8%,-0.4%,4%
OCCNC(=S)NC1CCCCC1,i,5%,-4%,-0.4,2%,6%,-2%,-0.7%,10%
COc1ccccc1NC(=O)N1CCCC(CNC(=O)c2ccccc2Cl)C1 (centres undefined),i,2%,9%,-2.6,3%,0%,-2%,-0.2%,6%
CN(C(=O)CSc1nc2cc(C(=O)O)ccc2c(=O)n1Cc1ccccc1)C1CCS(=O)(=O)C1 (centres undefined),i,-5%,-4%,-0.2,-2%,6%,-8%,0.3%,0%
CCC(=O)Nc1cc(NC(=O)CSc2ncc(-c3ccc(F)cc3)n2Cc2ccco2)ccc1C,i,1%,-1%,-0.2,-1%,23%,-11%,-0.2%,-5%
CC(=O)C1=C(O)C(=O)N(c2cccnc2)C1c1cccc([N+](=O)[O-])c1 (centres undefined),i,3%,-5%,-0.6,-5%,11%,-1%,1.8%,14%
COc1ccc(Cc2nnc(NC(=O)CSc3ccc(C)cc3)s2)cc1,i,-1%,-1%,-41*,0%,0%,-9%,-0.8%,-11%
CN(C(=O)COc1nnc(-c2cccs2)c(-c2cccs2)n1)c1ccccc1,i,-4%,-4%,-6.9,-3%,-17%,?,-0.1%,11%
CC(=O)Cc1nsc(NC(=O)c2ccc(Br)o2)n1,i,-5%,5%,-2.6,0%,18%,-2%,0.4%,7%
CN(CC(=O)Nc1ccc(Cl)cc1)C(=O)c1ccc(COc2ccccc2)cc1,i,2%,5%,-2.4,0%,?,?,0.4%,5%
COc1ccccc1NC(=O)c1ccc(-n2cncn2)nc1,i,1%,6%,-0.7,0%,0%,16%,-0.7%,7%
CCOc1ccccc1CNC(=O)c1ccc2nc(N3CCC(C)CC3)sc2c1,nt,0%,nt,nt,nt,?,-29%,4.2%,nt
CCOC(=O)C1CCN(c2nc3c(S(=O)(=O)c4ccc(CC)cc4)nnn3c3ccc(Cl)cc23)CC1,nt,-10%,nt,nt,nt,4%,1%,0.9%,nt
COc1ccc(C(=O)CC(c2ccccc2)C2CCCCC2=O)cc1 (centres undefined),i,-1%,0%,-2.4,2%,?,-10%,0.0%,-2%
O=c1[nH]c(Nc2ccccc2Cl)cc2ccccc12,i,-2%,7%,1.0,nt,-3%,-22%,14%,2%
Cc1cc(CC(=O)O)c(C)cc1CC(=O)O,i,-7%,-3%[57.1 µM],-3.3,1%,4%,13%,-0.9%,-9%
Cc1[nH]n2c(=O)cc(-c3ccccc3Cl)nc2c1-c1ccccc1,nt,-18%,nt,nt,nt,18µM*,?,-0.9%,nt
COc1ccc(-n2nc3cc(C)c(N)cc3n2)cc1Cl,i,-10%,21%,-1.9,-1%,6%,-7%,6.9%,3%
COc1cc(C(=O)OCC(=O)c2ccccc2)cc2c1OCCO2,i,25%,1%,2.5,-2%,0%,-1%,4.8%,23%

Reformatted: results already given.
structure: COc1ccc(C(=O)CC(c2ccccc2)C2CCCCC2=O)cc1 (centres undefined)
  pAkt inh = i
  A549 tox = -1%
  EPAC2 antagonist = 0%
  CCT modulator = -2.4
  Mm-Cpn inhibitor = 2%
  Nrf2 inh = ?
  TGFb inhibitor = -10%
  Nrf2 activator = 0.0%
  EPAC2 ag = -2%

structure: CCN1C(=O)c2ccccc2S(=O)(=O)c2ccc(C(=O)NCc3cccnc3)cc21
  pAkt inh = i
  A549 tox = 9%
  EPAC2 antagonist = 10%
  CCT modulator = 2.7
  Mm-Cpn inhibitor = 1%
  Nrf2 inh = 6%
  TGFb inhibitor = 7%
  Nrf2 activator = -0.8%
  EPAC2 ag = 13%
